# HRas wt GTP = changes GTP binding to wildtype human HRas | GTP binding activity, % at 10 µM | P01112 | AID 759 | GST-Ras wt beads, Bodipy-FL-GTP binding, flow cytometry; actives lie on both sides | 190,000 compounds, 0.14% hits;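 active = GTP binding activity at least 20% away from the 100% baseline, either lowered as inhibitor or raised as activator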;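 also: 0% = unlabeled GTP competition control and 100% = no-compound control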
# Target sequence (P01112 whole entry, looked up): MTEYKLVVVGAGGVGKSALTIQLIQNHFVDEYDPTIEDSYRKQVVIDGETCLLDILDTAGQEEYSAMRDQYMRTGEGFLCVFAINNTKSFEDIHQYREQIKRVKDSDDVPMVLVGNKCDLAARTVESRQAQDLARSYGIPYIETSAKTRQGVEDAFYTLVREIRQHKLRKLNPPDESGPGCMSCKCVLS
# Cdc42 wt = changes GTP binding to wildtype human Cdc42. GST-Cdc42 beads, Bodipy-GTP binding, flow cytometry; actives lie on both sides. percent activity (GTP binding), % at 10 µM. 190,000 compounds, 0.2% hits. AID 761;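 active = percent activity GTP binding at least 20 points away from the 100% baseline, either down as inhibitor or up as activator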;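 also: median bead fluorescence of bound Bodipy-FL-GTP at 100 nM; 0% = excess unlabeled GTP control and 100% = no compound control; below 100% means less GTP binding so inhibitor and above means activator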
# Rab7 wt modul = alters GTP binding to wildtype dog Rab7 | 190,000 compounds, 0.055% hits | AID 758 | GTP binding activity (percent of control), % at 10 µM | GST-Rab7 beads, fluorescent GTP binding, flow cytometry; actives lie on both sides; untreated = 100%, excess cold GTP = 0%;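 active = fluorescent GTP binding to Rab7 beads changed by at least 20 points from the 100% baseline, either direction, mostly lower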;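 also: median green fluorescence of bound Bodipy-FL-GTP per Rab7 bead population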
# Mcl1 Noxa PPI = Mcl-1/Noxa interaction inhibition; Q07820; TR-FRET Mcl-1/Noxa peptide binding, 2 h; inhibition, % at 21.7 µM; 220,000 compounds, 1.5% hits; AID 1022;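 active = compounds that cut the protein-peptide binding signal by more than 50% relative to plate controls in a single-dose test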;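 also: His-tagged Mcl-1 with rhodamine Noxa BH3 peptide and terbium anti-His antibody; 0% = Mcl-1 plus Noxa peptide wells and 100% = peptide-only wells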
# Target sequence (Q07820 whole entry, looked up): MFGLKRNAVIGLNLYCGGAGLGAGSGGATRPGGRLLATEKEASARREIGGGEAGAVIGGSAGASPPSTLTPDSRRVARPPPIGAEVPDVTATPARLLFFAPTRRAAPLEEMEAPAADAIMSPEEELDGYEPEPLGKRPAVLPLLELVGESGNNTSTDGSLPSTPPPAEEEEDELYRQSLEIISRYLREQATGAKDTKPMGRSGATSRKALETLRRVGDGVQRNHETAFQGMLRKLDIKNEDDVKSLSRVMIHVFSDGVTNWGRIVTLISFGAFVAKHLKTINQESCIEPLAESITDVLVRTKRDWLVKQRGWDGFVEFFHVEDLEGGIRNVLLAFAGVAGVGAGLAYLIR
# RGS8-Gao reg = modulates binding of RGS8 to human Galphao; P09471; multiplexed bead flow cytometry; actives lie on both sides; response (percent of control binding), % at 10 µM; 220,000 compounds, 0.34% hits; AID 1423; in the data active = response below about 60% or above about 140%; inactive = in between;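 also: Galphao activated as the GDP aluminium fluoride complex binding bead-coupled RGS8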
# Target sequence (P09471 whole entry, looked up): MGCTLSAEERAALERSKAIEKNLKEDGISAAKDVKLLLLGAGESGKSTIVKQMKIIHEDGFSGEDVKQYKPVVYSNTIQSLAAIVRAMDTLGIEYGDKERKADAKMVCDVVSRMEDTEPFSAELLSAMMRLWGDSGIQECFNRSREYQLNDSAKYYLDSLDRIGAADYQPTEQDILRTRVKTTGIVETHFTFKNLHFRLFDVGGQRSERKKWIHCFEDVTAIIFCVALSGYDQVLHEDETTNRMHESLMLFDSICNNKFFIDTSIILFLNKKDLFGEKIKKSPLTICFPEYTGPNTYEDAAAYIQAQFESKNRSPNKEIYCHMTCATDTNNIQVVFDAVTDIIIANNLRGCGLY
# Rac1 act GTP bind = human Rac1 activated mutant GTP binding change; P63000; GST-Rac1 activated beads, fluorescent GTP binding, flow cytometry; actives lie on both sides; 100% means binding = to untreated wells; percent activity (GTP binding), % at 10 µM; 190,000 compounds, 0.11% hits; AID 764;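 active = GTP binding at least 20 percentage points away from the 100% baseline, in either direction, so actives lie on both sides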
# Pf gamet viab = P. falciparum stage V gametocyte viability inhibition; inhibition, % at 10.9 µM; 150,000 compounds, 0.065% hits; P. falciparum stage V gametocytes, ATP luminescence, 24 h; AID 743093;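 active = inhibition above the mean plus 3 SD of compounds within the control limits, set per campaign, cut at about 38% in these data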;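 also: 0% = DMSO wells and 100% = medium only without gametocytes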
# Mcl1 Bid PPI = Mcl-1/Bid interaction inhibition; Q07820; TR-FRET Mcl-1/Bid-Dy647 peptide binding, 1536-well; inhibition, % at 21.7 µM; 220,000 compounds, 0.97% hits;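 active = compounds that cut the binding signal by more than half at the single screening dose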;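 also: His-tagged Mcl-1 with europium anti-His antibody binding Bid BH3 peptide; 0% = Mcl-1 plus peptide wells and 100% = peptide-only wells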
# Rac1 wt modul = alters GTP binding to wildtype human Rac1 | P63000 | GST-Rac1 beads, fluorescent GTP binding, flow cytometry; actives lie on both sides; 0 = cold GTP competed, 100 = untreated | GTP binding activity (% of control), % at 10 µM | 190,000 compounds, 0.27% hits;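 active = GTP binding activity at least 20 points away from the 100% control level, either lower or higher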
# Bim-Mcl-1 = inhibitors of Bim-Mcl-1 interaction, human | Bead-based flow cytometry, Bim peptide-Mcl-1 binding | inhibition, % at 10 µM | 190,000 compounds, 0.1% hits | AID 1009; in the data active = inhibition above about 40%;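 also: 0% = no compound tracer wells and 100% = peptide blocker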
# Rab2 wt GTP = changes GTP binding to wildtype dog Rab2A, up or down; P61105; GST-Rab2 wt beads, Bodipy-GTP binding, flow cytometry; GTP binding activity, % at 10 µM; 190,000 compounds, 0.19% hits;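 active = GTP binding activity at least 20 points away from 100%, either lowered or raised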;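 also: 0% = beads with excess unlabeled GTP and 100% = no-compound control corrected for plate trend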
# Numbers without * were called inactive; · = no result given.
1. COc1ccc(NC(=O)CCN2C(=O)c3ccccc3S2(=O)=O)c(OC)c1
2. O=C(O)C1CC(=O)N(CCOc2ccccc2)C1 (stereo not given)
3. CCNC(=O)NC1(C(=O)Nc2ccc3c(c2)OCCO3)CCCCC1
4. COc1ccc2[nH]c(=O)c(CN(Cc3ccccc3)C(=S)NCC3CCCO3)cc2c1 (stereo not given)
5. CCO[C@H]1OC(C(=O)Nc2ccccc2)=C[C@@H](C)[C@@H]1CCCO
6. CCCn1c(SCC(=O)Nc2nnc(C(C)C)s2)nc2c1c(=O)n(C)c(=O)n2C
7. CC1(C)C2CCC1(CS(=O)(=O)NCc1ccc(C(=O)O)cc1)C(=O)C2 (stereo not given)
8. CCOc1ccc(CCNC(=O)CN(C)S(=O)(=O)c2cccc3nsnc23)cc1OCC
9. NS(=O)(=O)c1cccc(NC(=S)NCc2ccccc2)c1
10. C=CCNC(=O)CN1CCC(n2nnc3cc(C(F)(F)F)ccc32)CC1

entry no.,1,2,3,4,5,6,7,8,9,10
HRas wt GTP,104.0,98.0,100.0,94.0,97.0,100.0,104.0,103.0,99.0,96.0
Cdc42 wt,105.0,100.0,99.0,97.0,98.0,103.0,104.0,100.0,97.0,96.0
Rab7 wt modul,105.0,97.0,102.0,93.0,99.0,93.0,99.0,102.0,104.0,94.0
Mcl1 Noxa PPI,-7.6,11.2,11.8,6.7,14.4,19.2,13.0,7.9,2.8,1.6
RGS8-Gao reg,106.2,98.2,101.8,96.1,97.0,97.5,105.8,99.5,100.5,98.7
Rac1 act GTP bind,101.0,97.0,99.0,97.0,97.0,98.0,101.0,95.0,96.0,96.0
Pf gamet viab,-35.4,·,·,8.0,10.4,17.1,·,·,9.2,·
Mcl1 Bid PPI,-13.7,20.5,-17.1,-33.9,-0.1,8.0,12.3,-10.7,-68.2,-23.1
Rac1 wt modul,107.0,100.0,103.0,97.0,99.0,100.0,101.0,102.0,99.0,98.0
Bim-Mcl-1,20.0,-1.0,1.0,0.0,0.0,-2.0,-1.0,-3.0,-4.0,0.0
Rab2 wt GTP,105.0,99.0,103.0,97.0,96.0,101.0,103.0,102.0,99.0,96.0

11. O=C(CCc1nc2ccccc2[nH]1)Nc1ccc2c(c1)OCCO2
12. O=C(Nc1cc(S(=O)(=O)N2CCOCC2)ccc1O)c1ccc2c(c1)S(=O)(=O)c1ccccc1C2=O
13. CC(=O)OCCCCCCCCCCC[N+]1(C)CCCCC1
14. O=C(Nc1ccc(SC(F)F)cc1)c1ccc2nccnc2c1
15. CCn1cc(CNC(=O)c2cc([N+](=O)[O-])c(C)c([N+](=O)[O-])c2)cn1
16. COc1ccc(C2OC(=O)CC2C(=O)NCc2ccc(F)cc2)cc1OC (stereo not given)
17. N/C(=N\OC(=O)COc1ccccc1Cl)c1ccccn1
18. COc1cc(C(=O)OCCn2c(=O)c3c(ncn3CCN(C)C)n(C)c2=O)cc(OC)c1OC
19. Cc1ccc(NC(=O)C2c3ccccc3Oc3ccccc32)c(C)c1
20. Cc1ccc(-n2[nH]c(C)c(C=Nc3cc(C)ccn3)c2=O)cc1

entry no.,11,12,13,14,15,16,17,18,19,20
HRas wt GTP,98.0,93.0,99.0,98.0,102.0,99.0,100.0,101.0,97.0,100.0
Cdc42 wt,102.0,89.0,98.0,98.0,103.0,100.0,98.0,97.0,101.0,99.0
Rab7 wt modul,95.0,104.0,100.0,95.0,99.0,97.0,99.0,99.0,96.0,97.0
Mcl1 Noxa PPI,4.2,44.4,3.8,12.9,7.4,-9.5,4.7,-5.8,-6.5,4.3
RGS8-Gao reg,95.4,92.2,104.0,96.0,105.9,96.5,101.1,102.6,106.0,98.8
Rac1 act GTP bind,98.0,93.0,97.0,97.0,100.0,95.0,101.0,101.0,100.0,96.0
Pf gamet viab,·,-19.2,1.5,3.4,·,-4.2,12.9,-4.7,-1.0,·
Mcl1 Bid PPI,-9.9,-31.2,-65.8,-22.4,-19.4,-28.3,-3.3,-0.9,-0.4,6.7
Rac1 wt modul,106.0,95.0,100.0,95.0,102.0,103.0,100.0,103.0,98.0,99.0
Bim-Mcl-1,-2.0,-11.0,4.0,-1.0,-5.0,0.0,0.0,-7.0,3.0,-4.0
Rab2 wt GTP,99.0,90.0,101.0,97.0,102.0,97.0,101.0,99.0,98.0,98.0

21. CN(C)C(=O)N1CCN(C(=O)c2ccco2)CC1
22. CCC1CCCCN1S(=O)(=O)c1ccc2c(c1)CCN2C(=O)C1CCC1 (stereo not given)
23. COc1cccc(NC(=O)c2ccc(NC(C)=O)cc2)c1
24. O=C(CS(=O)(=O)c1ccccc1)c1ccc2c(c1)OCCO2
25. Cc1noc(C)c1CSCC(=O)OCC(=O)Nc1sccc1C#N
26. O=C1c2cccnc2C(=O)N1c1cccc(-c2nc3ccccc3o2)c1
27. Fc1ccc(C2NCCn3cccc32)cc1 (stereo not given)
28. CCn1cc(C(=O)NCC(=O)OC)c2cc(OC)c(OC)cc2c1=O
29. CCn1cc(CNCc2c(C(=O)N3CCCCC3)nc3c(C)cccn23)cn1
30. CCCCC1CC1C(=O)Nc1ncc2c(n1)CC(C)(C)CC2=O (stereo not given)

entry no.,21,22,23,24,25,26,27,28,29,30
HRas wt GTP,103.0,100.0,100.0,101.0,97.0,98.0,101.0,96.0,101.0,100.0
Cdc42 wt,102.0,101.0,102.0,100.0,99.0,98.0,103.0,98.0,97.0,99.0
Rab7 wt modul,100.0,100.0,101.0,101.0,96.0,98.0,99.0,97.0,96.0,100.0
Mcl1 Noxa PPI,-0.9,8.8,-0.4,9.8,16.3,1.2,2.0,7.7,8.8,1.4
RGS8-Gao reg,101.7,99.2,107.0,99.8,107.8,99.8,101.7,96.9,100.2,94.7
Rac1 act GTP bind,98.0,99.0,98.0,101.0,98.0,98.0,98.0,98.0,98.0,100.0
Pf gamet viab,·,-10.3,·,2.4,·,3.3,·,·,10.9,·
Mcl1 Bid PPI,-15.3,-12.5,6.6,9.0,-1.6,7.0,-29.1,-1.4,-4.9,-29.8
Rac1 wt modul,103.0,100.0,103.0,105.0,103.0,97.0,100.0,99.0,97.0,104.0
Bim-Mcl-1,0.0,0.0,-2.0,-1.0,5.0,-1.0,0.0,-2.0,0.0,-3.0
Rab2 wt GTP,100.0,99.0,100.0,102.0,98.0,97.0,100.0,97.0,100.0,101.0

31. Cc1ccccc1OCC(O)Cn1c(SC(C)C)nc2c1c(=O)[nH]c(=O)n2C (stereo not given)
32. CN(C)[C@@H]1CCC[C@@H]1OC(=O)C(c1ccccc1)c1ccccc1
33. COCCOC(=O)c1c(C)oc2ccc(O)c(CN3CCC(C)CC3)c12
34. O=c1cc(CN2CCCCC2)nc(C2CC2)[nH]1
35. CC1(C)CC(=O)c2cc(C(=O)NCc3ccco3)c(=O)n(-c3ccccc3)c2C1
36. COc1ccc(NC(=S)N/C(=N/CS(=O)(=O)c2ccccc2)c2ccccc2)cc1
37. Cc1cccc(C)c1NC(=O)NCCSc1snnc1C
38. O=C1OCC2=C1C(c1ccc(Cl)cc1)CC(=O)N2c1ccc(F)cc1 (stereo not given)
39. CC(=O)NCC(=O)OC(C(=O)c1ccccc1)c1ccc(Cl)cc1 (stereo not given)
40. N=C(N)Sc1nc(N2CCCCC2)nc(N2CCCCC2)n1

entry no.,31,32,33,34,35,36,37,38,39,40
HRas wt GTP,99.0,101.0,98.0,99.0,101.0,102.0,100.0,101.0,101.0,96.0
Cdc42 wt,102.0,105.0,100.0,96.0,101.0,101.0,98.0,96.0,102.0,96.0
Rab7 wt modul,100.0,102.0,96.0,107.0,103.0,103.0,104.0,105.0,100.0,97.0
Mcl1 Noxa PPI,1.7,13.5,26.0,7.7,5.2,18.7,-3.9,-0.9,25.0,31.2
RGS8-Gao reg,100.9,99.6,101.1,99.2,101.1,96.4,100.7,104.6,101.2,103.2
Rac1 act GTP bind,98.0,100.0,101.0,97.0,101.0,100.0,99.0,97.0,100.0,98.0
Pf gamet viab,-9.6,-18.3,·,17.4,·,·,13.5,-7.5,19.0,·
Mcl1 Bid PPI,-13.1,32.0,6.9,-21.4,4.4,-17.9,-5.8,-2.8,15.3,-2.9
Rac1 wt modul,102.0,107.0,104.0,105.0,104.0,105.0,103.0,100.0,105.0,103.0
Bim-Mcl-1,-4.0,-6.0,-2.0,-1.0,-2.0,-4.0,-4.0,-2.0,-3.0,-1.0
Rab2 wt GTP,99.0,102.0,100.0,99.0,104.0,101.0,100.0,99.0,97.0,95.0

41. CC1(C)CC(=O)C/C(=N\NC(=O)C2CC2c2ccccc2)C1 (stereo not given)
42. Cc1nc2ccccc2nc1OCc1ccccc1
43. CCSc1nnc(NC(NC(=O)c2ccco2)(C(F)(F)F)C(F)(F)F)s1
44. Cc1cc(C)c(S(=O)(=O)NCC(=O)NCc2ccco2)c(C)c1
45. O=c1oc2c3c4c(cc2c(C(F)(F)F)c1CCN1CCOCC1)CCCN4CCC3
46. CCOC(=O)c1ccc(NC(=O)CSc2nnc(-c3cccs3)n2CC)cc1
47. CCOCCOC(=O)C1=C(C)N(C)C(=O)NC1c1cc(Cl)c(O)c(OC)c1 (stereo not given)

entry no.,41,42,43,44,45,46,47
HRas wt GTP,102.0,96.0,103.0,100.0,97.0,92.0,98.0
Cdc42 wt,101.0,101.0,104.0,99.0,98.0,91.0,100.0
Rab7 wt modul,108.0,99.0,101.0,107.0,100.0,89.0,96.0
Mcl1 Noxa PPI,11.1,3.2,11.8,-8.7,-193.1,·,27.2
RGS8-Gao reg,98.7,101.2,102.9,96.5,115.8,101.8,101.0
Rac1 act GTP bind,97.0,93.0,99.0,99.0,95.0,89.0,94.0
Pf gamet viab,·,·,·,-1.6,·,·,-8.5
Mcl1 Bid PPI,-16.9,10.2,-7.4,-10.9,-21.2,-37.9,-27.9
Rac1 wt modul,101.0,99.0,103.0,101.0,97.0,87.0,100.0
Bim-Mcl-1,-2.0,-1.0,2.0,2.0,-7.0,-6.0,-1.0
Rab2 wt GTP,103.0,93.0,101.0,101.0,98.0,89.0,98.0

# Screens (PubChem)
